TRHR enhancer – qHTS for Small Molecule Agonists and Allosteric Enhancers of Human TRH Receptor: Primary Screen for Enhancers | enhancement, % at 2 µM | AID 493056, 2011 | Thyrotropin-releasing hormone receptor (Homo sapiens), P34981 | 360,000 compounds, 0.66% hits | TRHR cells, fluo-8 calcium fluorescence, EC20 TRH enhancement; in the data active = enhancement above about 30%; note: 0% is about no effect
Target sequence (P34981 whole entry, looked up): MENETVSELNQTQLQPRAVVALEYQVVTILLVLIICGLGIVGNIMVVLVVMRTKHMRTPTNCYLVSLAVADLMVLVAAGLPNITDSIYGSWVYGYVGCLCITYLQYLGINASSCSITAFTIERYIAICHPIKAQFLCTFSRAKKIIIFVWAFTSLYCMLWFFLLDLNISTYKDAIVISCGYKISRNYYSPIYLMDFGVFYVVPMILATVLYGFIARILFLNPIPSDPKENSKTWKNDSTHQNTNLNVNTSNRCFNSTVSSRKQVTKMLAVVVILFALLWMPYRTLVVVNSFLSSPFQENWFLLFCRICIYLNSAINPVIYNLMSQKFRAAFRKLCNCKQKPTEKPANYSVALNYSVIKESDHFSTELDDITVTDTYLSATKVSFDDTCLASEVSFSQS
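Enhancer read-out: after compound pinning and an initial kinetic agonist-mode read, an EC20 of TRH (10 nM final) was injected and fluo-8 calcium signal (Ex 480/Em 530) followed at 1 s/cycle for 100 cycles in TRHR-expressing cells.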
D1 agonist – Allosteric Agonists of the Human D1 Dopamine Receptor: qHTS. activation, % at 2 µM. AID 504660, 2011. HEK293 T-REx D1 cells, calcium flux, agonist mode. 360,000 compounds, 1% hits. D(1A) dopamine receptor (Homo sapiens), P21728; in the data active = activation above about 30%; note: 0% is about no effect
Target sequence (P21728 whole entry, looked up): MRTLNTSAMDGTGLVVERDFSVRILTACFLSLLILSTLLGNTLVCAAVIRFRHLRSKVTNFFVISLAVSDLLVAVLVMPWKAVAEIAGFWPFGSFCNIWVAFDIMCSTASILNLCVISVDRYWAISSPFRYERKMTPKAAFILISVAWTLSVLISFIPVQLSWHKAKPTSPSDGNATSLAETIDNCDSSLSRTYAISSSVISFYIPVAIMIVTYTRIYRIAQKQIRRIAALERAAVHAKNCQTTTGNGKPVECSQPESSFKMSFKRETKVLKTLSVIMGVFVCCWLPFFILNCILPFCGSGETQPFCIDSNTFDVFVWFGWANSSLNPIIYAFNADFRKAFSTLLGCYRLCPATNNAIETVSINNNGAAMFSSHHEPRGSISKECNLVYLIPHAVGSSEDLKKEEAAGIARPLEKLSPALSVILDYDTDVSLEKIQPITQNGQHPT
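Tetracycline-induced HEK293 TREx D1 cells, force-coupled to calcium signalling, were dye-loaded with a no-wash calcium kit. Compound was pin-added after a 10 s baseline. Fluorescence was read kinetically at 1 cycle/s for 180 s, with calcium rises flagged as agonism.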
RXFP1 ag – qHTS Assay for Agonists of the Relaxin Receptor RXFP1; HEK293T-RXFP1 cAMP TR-FRET, 30 min; response scale: percent of porcine relaxin response, buffer zero; Potency, µM (series often up to 57.5 µM), inactives show at the top dose activation, actives largely listed as activators; 370,000 compounds, 0.3% hits; note: potency is the fitted concentration of half-maximal effect; % is set by controls: 0 for no effect and ±100 for the full control effect; nearly all actives have a fitted effect of over 60% in size; many of its hits are not listed in these tables
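HEK293 cells stably expressing RXFP1, treated 30 min at 37C with compounds plus PDE4 inhibitor Ro 20174; cAMP measured by HTRF TR-FRET. Normalized to buffer and 29 nM porcine relaxin; EC50 by Hill fit.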
D1 antagonist – Antagonist of Human D 1 Dopamine Receptor: qHTS; D(1A) dopamine receptor (Homo sapiens), P21728; HEK293 TREx D1 cells, calcium flux, dopamine EC80; hits give low values; activity change, negative = inhibition, % at 10 µM; 360,000 compounds, 3.2% hits; in the data active = activity change below about -30%; note: % is set by controls: 0 for no effect and ±100 for the full control effect
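Tetracycline-induced HEK293 Trex D1 cells, force-coupled to calcium, dye-loaded; compounds added and read 180 s, then EC80 dopamine added and calcium flux tracked kinetically another 180 s.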
TRHR agonist – qHTS for Small Molecule Agonists and Allosteric Enhancers of Human TRH Receptor: Primary Screen for Agonists; TRHR cells, calcium flux fluo-8, FDSS agonist mode; activation, % at 2 µM; AID 493084, 2011; 360,000 compounds, 0.18% hits; in the data active = activation above about 30%; note: 0% is about no effect
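Steps: seed TRHR cells overnight; add fluo-8 no-wash Ca dye, RT 30 min–1.5 h; record 10 s baseline; pin-transfer compounds; monitor fluorescence 1 cycle/s for the agonist window. Calcium increases flag candidate agonists.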
RXFP1 antagonist – qHTS Assay for Antagonists of the Relaxin Receptor RXFP1. Relaxin receptor 1 (Homo sapiens), Q9HBX9. HEK293-RXFP1, relaxin-stimulated cAMP HTRF, 30 min; hits give low values. activity change, negative = inhibition, % at 57.5 µM. 350,000 compounds, 0.59% hits;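 active = activity change of -60% or lower, but not beyond a set lower limit; inconclusive = change between -60% and -40%, or beyond the set limit; inactive = change above -40%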; note: % is set by controls: 0 for no effect and ±100 for the full control effect
D2 PAM – HTS Assay for Positive Allosteric Modulators of the Human D2 Dopamine Receptor: Primary Screen for Potentiators | HEK293 T-REx D2, calcium flux, EC20 dopamine potentiation | potentiation, % at 10 µM | 340,000 compounds, 0.34% hits | AID 485347, 2010;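 active = potentiation over 3 SD above the plate norm, cut at about 30% in these data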; note: 0% is about no effect
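Using a no-wash calcium dye in inducible, force-coupled HEK293 Trex cells expressing D2, we tracked fluorescence each second for 180 s after compound, then for 180 s after EC20 dopamine to detect augmented signalling.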
D1 potentiator – Potentiators of Human D1 Dopamine Receptor: qHTS; AID 504651, 2011; potentiation, % at 10 µM; D(1A) dopamine receptor (Homo sapiens), P21728; 360,000 compounds, 0.036% hits; HEK293 TREx D1 cells, calcium flux, dopamine EC20 potentiation; in the data active = potentiation above about 30%; note: 0% is about no effect
Anesthetic bind – qHTS Assay for Identification of Novel General Anesthetics; apoferritin/1-aminoanthracene competitive binding, fluorescence; Ferritin light chain (Equus caballus), P02791; Potency, µM (highest dose often 77.5 µM), without a hit: at the top dose activity change, negative = displacement, most hits filed as inhibitors; 350,000 compounds, 0.074% hits; note: potency is the fitted concentration of half-maximal effect; % is set by controls: 0 for no effect and ±100 for the full control effect; nearly all actives have a fitted effect of over 20% in size
Target sequence (P02791 2-175 limits assumed): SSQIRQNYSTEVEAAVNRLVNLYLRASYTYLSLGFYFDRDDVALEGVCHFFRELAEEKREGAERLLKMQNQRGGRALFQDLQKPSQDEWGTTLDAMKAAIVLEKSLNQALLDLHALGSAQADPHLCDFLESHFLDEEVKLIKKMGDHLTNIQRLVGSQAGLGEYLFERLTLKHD
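Apoferritin-based anesthetic binding model; compound displacement of fluorescent 1-AMA measured as endpoint fluorescence after 10 minutes at room temperature, scaled to free-ligand and complex controls.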
Numbers without * were called inactive; ? = inconclusive; / = not tested or not shown; [ ] = remark or other dose. Unless noted, calls come from the whole dose curve; as a rule, active = well fitted curve in the direction sought with a large enough effect; inconclusive = small, poorly fitted or top-dose-only effect, or another doubt; inactive = no such curve, though single readings can be large; an effect the other way counts as inactive or inconclusive. Only part of the results is shown; the hit share may differ from the screen's.

1) Cc1ccc(OCCn2cc(Br)c(=O)[nH]c2=O)cc1
2) O=C(/C=C\c1ccc2c(c1)OCO2)Nc1c2c(nn1-c1ccc(Cl)cc1)CSC2
3) Nc1nccnc1C(=O)N/N=C/c1ccco1
4) Cc1ccc(NC(=O)C(=O)NCc2ccccn2)cc1
5) CCOC(=O)Cn1c(=O)c2c(nc(N3CCOCC3)n2Cc2ccccc2)n(C)c1=O
6) COC(=O)c1ccccc1NC(=O)Cn1c(CCC(=O)O)ccc1-c1ccc(C)cc1
7) CCOC(=O)Cc1csc(NC(=O)c2cccc([N+](=O)[O-])c2)n1
8) C=C(C)c1cccc(C(C)(C)NC(=O)Nc2ccc(C(N)=O)cc2)c1

assay / entry	1	2	3	4	5	6	7	8
TRHR enhancer	4	2	1	-8	16	-26	1	-6
D1 agonist	1	-2	0	0	-1	1	9	0
RXFP1 ag	4.2%	1.6%	-0.9%	0.5%	-0.7%	-0.4%	0.3%	3.3%
D1 antagonist	2	-8	-13	-14	2	5	-31*	-9
TRHR agonist	0.1	1.0	-0.1	-0.4	1.0	0.1	0.0	0.1
RXFP1 antagonist	0	/	4	6	-25	-29	1	10
D2 PAM	8	-7	5	-8	4	-10	-6	5
D1 potentiator	-2	-3	8	-8	1	1	-10	4
Anesthetic bind	-12%	0%	-2%	-9%	4%	-9%	-8%	-17%

Part of the list above, bar-delimited.
cpd | Compound | TRHR enhancer | D1 agonist | RXFP1 ag | D1 antagonist | TRHR agonist | RXFP1 antagonist | D2 PAM | D1 potentiator | Anesthetic bind
3 | Nc1nccnc1C(=O)N/N=C/c1ccco1 | 1 | 0 | -0.9% | -13 | -0.1 | 4 | 5 | 8 | -2%
1 | Cc1ccc(OCCn2cc(Br)c(=O)[nH]c2=O)cc1 | 4 | 1 | 4.2% | 2 | 0.1 | 0 | 8 | -2 | -12%
4 | Cc1ccc(NC(=O)C(=O)NCc2ccccn2)cc1 | -8 | 0 | 0.5% | -14 | -0.4 | 6 | -8 | -8 | -9%

New compounds follow:
9) O=C(Nc1cccc(Cl)c1)c1cnc2sc(N3CCCC3)nn2c1=O
10) O=C(Nc1cccc2c1CCCC2)c1ccncc1
11) CCOC(=O)c1noc2ncn(CC(=O)Nc3ccccc3OC)c(=O)c12
12) CC(=O)N(CCc1cccc(C)c1)Cc1cc2cc(C)ccc2[nH]c1=O
13) O=C(CCc1nc2ccccc2c(=O)[nH]1)NCC(=O)Nc1ccc(F)c(F)c1
14) COCCCNC(=O)c1c[nH]c2ccc(S(=O)(=O)N3CCC(C)CC3)cc2c1=O
15) CCC(CC)NC(=O)c1cc2c(C)nn(Cc3ccccc3Cl)c2s1
16) O=C(COC(=O)c1nc(Cl)c(Cl)c(Cl)c1Cl)c1ccc[nH]1

assay / entry	9	10	11	12	13	14	15	16
TRHR enhancer	7	-1	2	1	0	4	2	-3
D1 agonist	4	-3	4	4	-2	1	6	0
RXFP1 ag	4.7%	0.7%	-2.5%	-1.0%	-0.5%	-2.6%	3.1%	1.3%
D1 antagonist	1	-5	9	2	15	18	-4	-4
TRHR agonist	1.1	-0.3	0.0	0.1	0.2	0.8	0.5	-0.2
RXFP1 antagonist	-9	2	/	-1	0	2	-5	?
D2 PAM	4	22	/	4	-6	0	-2	10
D1 potentiator	-4	-5	-1	-4	-3	4	-5	-2
Anesthetic bind	3%	4%	44%[activator]	-6%	/	-2%	-8%	/

17) CCOC(=O)c1[nH]c(C)c(C(=O)OCC(=O)N(CC)C2CCS(=O)(=O)C2)c1C (stereo not drawn)
18) CCN(CC(=O)Nc1c(F)cccc1F)C(=O)c1ccc2c(c1)NC(=O)C(C)S2 (stereo not drawn)
19) CCNC(=O)NC(=O)C(C)OC(=O)C1CCN(S(=O)(=O)c2ccccc2C(=O)OC)CC1 (stereo not drawn)
20) O=C(CN1C(=O)C2C3CCC(C3)C2C1=O)N1CCN(Cc2ccccc2)CC1 (stereo not drawn)
21) CSc1cccc(NC(=O)COc2ccccc2C)c1
22) O=C(c1ccco1)N1CCN(Cc2ccccc2Br)CC1
23) O=c1c2ccccc2ncn1Cc1ccc2c(c1)OCO2
24) COCc1cc(=O)[nH]c(SCCS(=O)(=O)c2ccc(Cl)cc2Cl)n1

assay / entry	17	18	19	20	21	22	23	24
TRHR enhancer	5	5	-11	2	-3	-6	3	-10
D1 agonist	5	0	2	2	2	3	5	-1
RXFP1 ag	0.6%	0.0%	-0.3%	0.6%	1.1%	0.0%	5.1%	-0.8%
D1 antagonist	4	16	-3	7	-5	-5	8	-6
TRHR agonist	0.3	-0.2	-1.0	1.4	-0.8	-1.4	-0.1	0.0
RXFP1 antagonist	0	9	-3	-13	-5	7	13	/
D2 PAM	1	-1	-15	2	0	-31	6	2
D1 potentiator	4	-5	9	-1	-1	-5	8	-2
Anesthetic bind	-15%	/	-10%	-7%	-13%	1%	-20%	-3%

25) Cc1sc(NC(=O)/C=C/c2ccc(C(C)C)cc2)c(C#N)c1C
26) CC(=O)Oc1ccccc1N1C(=O)c2ccc(C(=O)O)cc2C1=O
27) O=C(c1ccccc1[N+](=O)[O-])N1CCCC(C(=O)N2CCCCCC2)C1 (stereo not drawn)
28) CCOC(=O)Cc1nn(C(C)C)c(=O)c2ccccc12
29) NC(N)=NC1=NC(=O)/C(=C/c2ccccc2-n2cccn2)S1
30) Cc1cc(OCc2nnc(SC(C)C(=O)O)n2Cc2ccccc2)ccc1Cl (stereo not drawn)
31) Cc1ccc(CS/C(Nc2ccccc2C)=C(\C#N)C(N)=O)c(C)c1
32) O=C(O)COc1ccccc1/C=N/NC(=O)CN1CCN(S(=O)(=O)c2ccc(Br)cc2)CC1

assay / entry	25	26	27	28	29	30	31	32
TRHR enhancer	-4	-4	-7	2	-16	-2	-6	2
D1 agonist	2	7	1	0	2	3	9	3
RXFP1 ag	4.7%	-0.9%	-0.2%	-2.0%	-1.5%	1.9%	-0.6%	1.9%
D1 antagonist	-4	2	1	-1	5	-14	15	4
TRHR agonist	-0.6	4.3	-0.5	-0.1	2.5	0.2	0.1	0.2
RXFP1 antagonist	-7	-21	3	-8	-2	-2	-16	-9
D2 PAM	17	0	-1	12	-9	0	-9	17
D1 potentiator	8	-3	-2	-4	3	-1	-3	-5
Anesthetic bind	-9%	-8%	-4%	-7%	-15%	-15%	?	4%

A second format for 2 compounds above.
(21) CSc1cccc(NC(=O)COc2ccccc2C)c1
  TRHR enhancer = -3; D1 agonist = 2; RXFP1 ag = 1.1%; D1 antagonist = -5; TRHR agonist = -0.8; RXFP1 antagonist = -5; D2 PAM = 0; D1 potentiator = -1; Anesthetic bind = -13%
(22) O=C(c1ccco1)N1CCN(Cc2ccccc2Br)CC1
  TRHR enhancer = -6; D1 agonist = 3; RXFP1 ag = 0.0%; D1 antagonist = -5; TRHR agonist = -1.4; RXFP1 antagonist = 7; D2 PAM = -31; D1 potentiator = -5; Anesthetic bind = 1%

The listing continues.
33) CCCN(CCC)C(=O)CC(c1ccc(F)cc1)c1ccco1 (stereo not drawn)
34) CCCc1[nH]nc2c1C1(C(=O)N(C(C)C)c3ccccc31)C(C#N)=C(N)O2 (stereo not drawn)
35) CC1CCCCC12NC(=O)N(CC(=O)NC1CCCc3ccccc31)C2=O (stereo not drawn)
36) O=S(=O)(c1cccc(F)c1)N1CCN(c2ncnc3scc(-c4ccc(F)cc4)c23)CC1
37) Cc1c(Cl)cccc1-n1c(SCC(=O)NCc2ccccc2Cl)nnc1-c1ccncc1
38) COc1cc(C)ccc1Oc1nc(-c2ccccc2O)nc2ccccc12
39) Cc1cccc(NC(=O)c2sc(NC(=O)c3ccco3)c(C#N)c2C)c1C
40) CCOc1ccc(N2C(=O)CC(Sc3ccccc3C(=O)O)C2=O)c([N+](=O)[O-])c1 (stereo not drawn)

assay / entry	33	34	35	36	37	38	39	40
TRHR enhancer	0	-2	-6	-6	3	5	3	1
D1 agonist	2	2	3	6	6	3	2	1
RXFP1 ag	1.2%	-0.2%	0.1%	4.2%	-4.7%	4.4%	-0.5%	0.7%
D1 antagonist	-1	-4	-12	2	3	0	15	4
TRHR agonist	-0.2	-0.4	-0.6	0.4	-0.7	0.3	0.2	-0.1
RXFP1 antagonist	13	1	13	-12	-27	-4	17	-1
D2 PAM	11	-2	6	3	12	22	9	1
D1 potentiator	-1	0	-1	2	-5	-3	0	-3
Anesthetic bind	?	-18%	-15%	/	?	4%	-8%	-8%

41) CCCOC(=O)NC(CC)COC(=O)Nc1cc(C)ccc1C (stereo not drawn)
42) CCc1nc2sc3c(N4CCC(C)CC4)ncnc3c2c2c1CCCC2
43) COc1ccc(NS(=O)(=O)c2cc(NC(=O)c3ccccc3F)ccc2N2CCCC2)cc1
44) CCCc1nc2ccccc2c(C(=O)OCC(=O)N2CCc3ccccc32)c1CC
45) Cc1ccc(/C=N/N2C(=O)C3C(C2=O)C2C=CC3C23CC3)o1 (stereo not drawn)
46) CN(/N=C/c1ccncc1)C1=NS(=O)(=O)c2ccccc21
47) C(=N\NC(=Nc1ccccc1)c1ccccn1)/c1ccccn1
48) O=C(NC1CCN(S(=O)(=O)c2ccc(Cl)cc2)CC1)c1cccnc1

assay / entry	41	42	43	44	45	46	47	48
TRHR enhancer	-1	11	7	-6	-2	2	13	1
D1 agonist	3	-2	2	2	2	1	0	1
RXFP1 ag	0.6%	-1.3%	-1.9%	1.2%	-0.4%	3.3%	0.4%	-2.2%
D1 antagonist	-9	-1	2	-19	-22	-7	3	2
TRHR agonist	-0.9	-0.6	-0.1	0.3	0.3	-0.1	-0.4	1.9
RXFP1 antagonist	8	-5	-7	/	-9	-23	/	-6
D2 PAM	-4	-4	23	14	-7	1	12	/
D1 potentiator	-8	-3	-4	-6	-1	-1	1	-7
Anesthetic bind	-17%	-1%	26%	7%	-4%	-10%	-3%	23%

Bioassay records (PubChem BioAssay)
